Bioassay records deposited in PubChem by The Scripps Research Institute Molecular Screening Center.
MITF inh = human MITF inhibition, primary screen; O75030; AlphaScreen MITF homodimerization, bead proximity signal; inhibition, % at 2.6 µM; 650,000 compounds, 0.91% hits; in the data active = inhibition above about 50%;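 note: 0% = vehicle wells with protein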
Target sequence (O75030 whole entry, looked up): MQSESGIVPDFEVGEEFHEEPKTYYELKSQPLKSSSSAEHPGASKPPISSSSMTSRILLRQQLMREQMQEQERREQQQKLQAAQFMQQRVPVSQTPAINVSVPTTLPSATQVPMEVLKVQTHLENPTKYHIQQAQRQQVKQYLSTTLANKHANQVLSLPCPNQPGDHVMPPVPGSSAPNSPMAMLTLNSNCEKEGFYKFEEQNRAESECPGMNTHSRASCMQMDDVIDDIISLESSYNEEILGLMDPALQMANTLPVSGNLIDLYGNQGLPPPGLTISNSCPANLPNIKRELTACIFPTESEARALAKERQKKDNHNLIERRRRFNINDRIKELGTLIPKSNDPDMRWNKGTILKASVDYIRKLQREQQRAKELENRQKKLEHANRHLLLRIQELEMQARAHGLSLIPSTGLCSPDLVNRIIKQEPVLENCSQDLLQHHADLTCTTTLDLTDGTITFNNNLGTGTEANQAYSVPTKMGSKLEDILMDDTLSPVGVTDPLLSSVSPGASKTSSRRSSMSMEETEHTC
GPR151 activ = activators of human GPR151; Q8TDV0; PathHunter beta-arrestin GPR151 cells, luminescence; activation, % at 11.2 µM; 650,000 compounds, 1% hits; in the data active = activation above about 4.9%;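 note: 0% = median of compound wells and 100% = cells with positive control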
Target sequence (Q8TDV0 whole entry, looked up): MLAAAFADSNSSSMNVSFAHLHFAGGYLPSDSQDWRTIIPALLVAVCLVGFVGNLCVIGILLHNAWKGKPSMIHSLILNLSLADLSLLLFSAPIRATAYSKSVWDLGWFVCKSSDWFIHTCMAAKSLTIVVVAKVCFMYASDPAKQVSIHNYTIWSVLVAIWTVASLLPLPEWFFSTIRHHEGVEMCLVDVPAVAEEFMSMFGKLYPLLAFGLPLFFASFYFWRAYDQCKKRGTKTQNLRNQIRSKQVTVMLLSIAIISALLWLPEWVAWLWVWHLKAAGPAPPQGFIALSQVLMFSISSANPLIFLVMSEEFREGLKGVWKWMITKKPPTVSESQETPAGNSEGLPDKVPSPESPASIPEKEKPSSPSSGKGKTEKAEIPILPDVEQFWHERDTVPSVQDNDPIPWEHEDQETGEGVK
TEAD-YAP inh = TEAD-YAP interaction inhibition; HEK-TIYL cells, TEAD-Gal4/YAP UAS-luciferase luminescence; inhibition, % at 9.12 µM; 640,000 compounds, 1.4% hits; AID 1259422; in the data active = inhibition above about 32%;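 note: 0% = median of test compound wells and 100% = reference inhibitor wells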
FBW7 act = human FBW7 E3 ligase activation, primary screen; 650,000 compounds, 0.13% hits; normalized activity (activation), % at 26.1 µM; Q969H0; AID 1259310; AlphaScreen FBW7–phospho-cyclin E peptide binding, activator screen; in the data active = normalized activity above about 1.9%;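 note: purified mutant Fbw7 with reduced substrate affinity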
An asterisk follows results filed as active.

SMILES	MITF inh	GPR151 activ	TEAD-YAP inh	FBW7 act
OC(CCc1ccccc1)c1ccc2c(c1)CN(Cc1nccs1)CCO2 (centres undefined)	3.5	-0.3	1.7	-0.1
CCCCNCc1ccc(OC)c(OC)c1	-13.7	0.0	-3.1	0.1
CN(C(=O)c1cccs1)c1nnc(C23CC4CC(CC(C4)C2)C3)s1	-0.6	1.7	0.8	0.7
Cc1cc(C)cc(NC(=O)C2CCCN(c3nnc(N4CCCC4=O)s3)C2)c1 (centres undefined)	-0.8	-1.1	4.8	0.5
O=C(CC(SCc1ccco1)c1ccc2c(c1)OCO2)c1ccco1 (centres undefined)	-8.8	-1.2	-22.7	0.0
Cc1ccc(F)cc1N1C(=O)C2CC=CCC2C1=O (centres undefined)	15.6	1.8	4.3	0.0
CCN1CCN(C(=S)Nc2ccccc2OC)CC1	-8.8	1.5	3.5	-0.1
Cc1[nH]c(=O)[nH]c(=O)c1S(=O)(=O)N1CCC(C(=O)Nc2nccs2)CC1	6.0	-0.2	-7.6	0.1
COCCn1nnnc1C(c1ccc(OC)cc1)N1CCN(C2CCCCC2)CC1 (centres undefined)	-1.3	-0.5	-0.9	-0.2
CCOC(=O)c1csc(NC(=O)c2cccc(OC)c2)n1	5.8	-0.1	-29.6	0.1
O=C1COc2cc(S(=O)(=O)CCC(=O)NC3CC3)ccc2N1	6.8	0.6	5.1	-0.1
O=C(NCc1ccccc1Br)c1ccncc1	8.8	0.9	3.0	0.4
COc1ccc(-n2cnc3ccccc32)cc1	3.5	-1.3	-3.7	0.0
COc1ccc(Nc2nnc(-c3ccc(C)c(S(=O)(=O)NC(C)C)c3)c3ccccc23)cc1C(N)=O	-10.0	-1.5	-7.6	-0.1
COc1ccc2cc(C#N)c(SCC(=O)N3CCC(C)CC3)nc2c1	3.7	-0.1	-7.4	-0.1
C=CCNC(=O)COc1ccc(Br)cc1Cl	-14.5	-0.7	-51.6	-0.1
COc1ccc(-n2cc(C(=O)NC3CCC(C)CC3)c3ccccc3c2=O)cc1 (centres undefined)	4.8	5.0*	1.8	-0.1
Cc1ccccc1C1=NC(c2ccc(F)cc2F)ON1 (centres undefined)	11.4	0.6	-9.8	-0.1
COc1cccc(C2CC(c3ccccc3)=NN2C(=O)CCCC(=O)O)c1OC (centres undefined)	1.6	-1.0	-6.7	0.0
Cc1nc2c(c(=O)[nH]1)CN(Cc1cccnc1)CC2	22.6	-1.7	-0.5	0.9
COc1cc2nc(CCc3ccccc3)oc(=O)c2cc1OC	4.3	2.1	1.8	-0.3
CN(Cc1cccc(-n2cccn2)c1)C(=O)CCc1nnc(C2CCCCC2)o1	3.0	1.2	-29.0	0.0
Cc1ccc(OCCSc2nc3ccccc3c(=O)[nH]2)c(C(C)C)c1	-1.1	0.2	-9.7	-0.1
CCCCn1c(CNC(=O)c2ccc(OC)c(OC)c2)nnc1SCC(=O)Nc1sc2c(c1C(=O)OCC)CCC2	-4.1	-0.6	-19.0	0.4
O=C(/C=C/c1cccc(F)c1)c1ccc(S(=O)(=O)N2CCCC2)cc1	6.0	-0.7	2.9	0.2

(more compounds)
SMILES	MITF inh	GPR151 activ	TEAD-YAP inh	FBW7 act
COc1ccc(C2C(C(=O)NC(C)C)c3ccccc3C(=O)N2C2CCCCC2)cc1 (centres undefined)	4.0	0.8	-3.7	-0.1
COc1ccc(CNC(=O)CC(NC(N)=O)c2ccccc2Cl)cc1OC (centres undefined)	1.0	-0.4	3.5	0.1
O=C1CCC(CCNCCOc2ccccc2)N1Cc1cccs1 (centres undefined)	-2.0	-1.1	11.2	-0.1
CN(C(=O)Cn1nc(-c2cccnc2)oc1=O)C1CCCCC1	-1.0	0.6	-7.1	-0.1
CSc1c(C)c(C#N)c(=O)n(NC(=O)COc2ccc(C#N)cc2)c1C	2.3	1.5	5.1	0.1
CCOC(=O)N1CCN(C(=O)C2CC23CCN(Cc2nc4ccccc4s2)CC3)CC1 (centres undefined)	7.0	-1.2	2.8	-0.1
CC(C)(C)NC(=O)NC1(C(F)(F)F)Oc2ccccc2O1	8.1	0.2	-2.1	0.1
Cc1ccc(C(=O)NCCc2ccc(S(N)(=O)=O)cc2)cc1C	-0.1	-0.5	2.9	0.0
CC(C)C(=O)NNC(=O)COc1ccc(Cl)cc1	13.0	0.4	9.0	0.0
COc1ccc(CSc2ncn[nH]2)cc1Br	10.9	-0.9	-9.2	0.1
C=COCCNC(=O)c1ccccc1C(=O)NCCOC=C	2.2	0.9	2.9	-0.1
CC(C)(C)C(=O)Nc1c2c(nn1C(C)(C)C)CSC2	-47.0	0.2	-5.0	0.0
Nn1c(SCc2ccc(Cl)cc2)nncc1=O	4.1	0.9	7.4	0.4
CCOC(=O)C1(CC2CCCCO2)CCN(CCCSC)CC1 (centres undefined)	-0.3	6.6*	-2.5	0.0
Cc1cc(C)nc(SCC(=O)n2c(C)c(C)c3ccccc32)n1	-4.2	-1.4	-7.7	-0.2
CN1CCN(c2ccc(-c3ccc(C(=O)NCCCN4CCCC4=O)s3)cc2)CC1	19.1	0.3	9.0	0.3
O=C(CN1C(=O)c2ccccc2C1=O)N1CCN(C(=O)c2ccccc2)CC1	7.0	-0.8	4.1	0.1
CC1(C)CC2CC(C)(CN2C(=O)COc2ncnc3ccccc23)C1 (centres undefined)	10.9	-0.9	0.9	0.0
O=C(COc1ccc(Cl)cc1Cl)Nc1cccc(O)c1	15.0	-0.7	71.5*	0.1
O=C(CN1C(=O)NC(Cc2ccccc2)(Cc2ccccc2)C1=O)N1CCCCC1	2.5	0.0	7.0	0.0
COc1cccc(-c2nc(CS(=O)(=O)CC(=O)N3CCCCCC3)c(C)o2)c1	28.7	-0.9	18.6	0.5
N#CC(C#N)=Cc1ccc(-c2cc(C(=O)O)ccc2Cl)o1	4.0	1.3	17.7	-0.1
COC(=O)Nc1ccc(S(=O)(=O)N2CCC(C(=O)N3CCCC(C)C3)CC2)cc1 (centres undefined)	-12.9	0.2	-5.9	-0.1
O=C(c1cc2ccccc2oc1=O)N(Cc1ccco1)CC1CCCO1 (centres undefined)	-0.9	1.6	-0.7	-0.2
COc1ccc(-c2oc3ncn(CCCO)c(=N)c3c2-c2ccc(OC)cc2)cc1	-5.2	1.0	-18.3	-0.2

Additional records follow:
SMILES	MITF inh	GPR151 activ	TEAD-YAP inh	FBW7 act
CCOc1cc(CN2CCc3ccccc3C2)ccc1OC	33.7	0.7	-5.8	0.0
CCOc1ccc(NC(=O)CSc2cn(CC(=O)N3CCOCC3)c3ccccc23)cc1	-0.1	0.3	13.3	0.0
Cc1onc(-c2ccccc2Cl)c1C(=O)Nc1c2c(nn1-c1ccc(Cl)cc1)CSC2	-0.8	0.2	-0.3	-0.1
CCCc1nc2ccc([N+](=O)[O-])cc2c(=O)n1Cc1ccc(OC)cc1	0.5	-0.2	0.6	-0.1
CCOC(=O)c1sc2ccccc2c1NC(=O)c1ccc2c(c1)OCCO2	1.2	1.3	7.4	0.2
CCCC1CCc2c(sc(NC(=O)COc3ccc(Cl)cc3)c2C(N)=O)C1 (centres undefined)	-6.3	-0.5	7.8	0.1
COc1cccc(C(=O)Nc2ccc(-c3nc4ccccc4o3)c(O)c2)c1	10.3	0.2	-12.4	0.0
COc1cccc(NC(=O)Nc2nnc(C34CC5CC(CC(C5)C3)C4)s2)c1	2.6	-1.0	-1.6	0.4
Cc1cc(NC(=O)CCC(=O)N(CCc2ccccc2)CC(=O)NC2CCCC2)no1	4.7	0.1	6.9	0.0
CN=C1SC(CC(=O)Nc2ccc3ccccc3c2)C(=O)N1C (centres undefined)	-3.7	0.8	-4.2	0.1
Cc1ccc(CC2(CCC(=O)N3CCCC(C(=O)c4cccnc4)C3)CCC(=O)N2)cc1 (centres undefined)	-7.7	0.3	-4.2	0.0
CCS(=O)(=O)c1ccc2c(c1)N(S(=O)(=O)c1cccs1)CC(C(=O)O)O2 (centres undefined)	2.4	-0.3	0.1	0.0
COCCn1c(N(C)Cc2ccccc2)nc2c1c(=O)[nH]c(=O)n2C	5.8	1.0	-5.7	1.7
OCCC1CN(Cc2ccc3nsnc3c2)CCN1Cc1ccsc1 (centres undefined)	4.4	-1.4	4.7	0.1
Cc1ccccc1-c1cn[nH]c1C1CCCN(C(=O)CN2CC(c3ccccc3)CC2=O)C1 (centres undefined)	13.3	0.2	-11.9	0.2
CC1CCCC(NC(=O)CCNS(=O)(=O)c2ccc(Br)cc2)C1C (centres undefined)	-9.4	1.1	4.7	0.4
O=C1NC(c2cc3c(cc2Br)OCO3)Oc2ccccc21 (centres undefined)	0.5	-0.1	-3.0	0.1
COc1ccc(-c2nc(NCCc3ccc(O)cc3)c3ncn(-c4ccsc4)c3n2)cc1	12.4	2.4	55.5*	0.0
CC(Oc1ccc2c(c1)OCO2)C(=O)NNC(=S)NCc1ccc(Cl)cc1 (centres undefined)	27.0	0.4	9.1	0.1
COCc1cc(C)nc2sc3c(=O)n(Cc4ccco4)nnc3c12	6.7	-0.7	1.1	-0.1
CN(C)c1ccc(/C=N\Nc2cn[nH]c(=O)c2Cl)cc1	26.6	-2.0	-77.8	0.2
COc1ccc(Cl)cc1NC(=S)N(Cc1ccc(C)cc1)Cc1ccco1	16.4	-1.6	6.8	0.3
O=C(Nc1ccc(Cl)cc1C(F)(F)F)c1cccnc1	-12.1	0.2	-1.0	0.0
O=c1c2cc3c(=O)n(-c4ccncc4)c(=O)c3cc2c(=O)n1-c1ccncc1	6.0	-1.5	-1.1	1.5
N#Cc1ccc(NC(=O)/C=C\C(=O)O)cc1	10.6	0.4	-5.1	0.0

(continued)
SMILES	MITF inh	GPR151 activ	TEAD-YAP inh	FBW7 act
CCN(CC)C(=O)Cn1c(=O)n(-c2ccc(C)cc2)c(=O)c2oc3ccccc3c21	16.4	5.2*	12.4	-0.1
CCN(CC)CC(O)Cn1c2ccccc2c2ccccc21 (centres undefined)	-0.8	-0.5	1.2	0.0
CCC1=NN(C(=O)c2cccc([N+](=O)[O-])c2)C(O)(c2ccc(Br)cc2)C1 (centres undefined)	0.7	-0.4	-9.8	-0.3
COc1cccc(/C=N/NC(=O)CC(=O)N/N=C/c2cccc(OC)c2)c1	10.9	0.2	4.2	0.0
CSc1nc2n(n1)C(c1ccccc1[N+](=O)[O-])C1=C(CC(C)(C)CC1=O)N2 (centres undefined)	15.8	-0.8	6.1	0.1
COC(=O)c1cc(NC(=O)CCCC(=O)O)cc(C(=O)OC)c1	4.9	3.4	-20.3	-0.1
CN1CCCc2cc(C(CNC(=O)NC(C)(C)C)N(C)C)ccc21 (centres undefined)	8.8	-0.6	1.2	0.0
C/C(N)=C(/C#N)C(=O)COC(=O)c1cc(S(=O)(=O)NCC(C)C)c(Cl)cc1Cl	-3.9	-1.1	-5.1	-0.1
NS(=O)(=O)c1cc(C(=O)Nc2ccccc2F)c(Cl)cc1Cl	-11.3	0.6	6.1	-0.1
N#CC1(C#N)[C@H](c2ccccc2)[C@@H](C(=O)c2ccc(F)cc2)N2c3ccc(Cl)cc3C=C[C@@H]21	9.6	0.3	-15.0	0.1
C#CCN(Cc1ccco1)C(=O)CC1(c2cccc(F)c2)CC(=O)N(C2CCCC2)C1=O (centres undefined)	-5.6	1.7	-12.5	-0.4
Cc1cccc(Cc2nnc(CCC(=O)N3CCCCC3CCO)o2)c1 (centres undefined)	9.3	-0.6	-9.3	0.0
C=CCOc1ccc(CNCCN2CCOCC2)cc1OCC	16.5	3.5	7.7	0.2
CCOc1ccc(C2CC(c3cc(OC)c(OC)c(OC)c3)n3ncnc3N2)cc1 (centres undefined)	0.5	-0.5	5.5	0.1
CCOC(=O)CN(C)C1COc2c(cccc2OC)C1 (centres undefined)	-11.4	2.4	-0.5	0.2
CCN(CC)S(=O)(=O)c1ccc(Cl)c(Cl)c1OC	-2.3	-0.8	-13.8	-0.1
CC1(C)Cc2c(c(-c3ccccc3)nc3oc(C(=O)c4ccc(Br)cc4)c(N)c23)CO1	21.6	-1.2	-2.8	0.0
CC(=O)N(CC(C)C)c1nnc(-c2cccnc2)s1	-3.6	4.7	-15.9	0.0
CN(C)c1ccc(C2c3c([nH][nH]c3=O)CC(C)(O)C2C(=O)OCc2ccccc2)cc1 (centres undefined)	7.6	0.4	5.9	0.0
COc1ccccc1OCC(=O)NC1CCS(=O)(=O)C1 (centres undefined)	16.2	0.7	5.3	0.2
Cc1ccc(NC(=O)c2nnn(-c3cccc(C(F)(F)F)c3)c2N)cc1	-3.5	1.2	-2.9	0.0
CCOC(=O)c1ccc(NC(=O)CSc2n[nH]c(N)n2)cc1	3.0	-1.5	13.3	-0.1
